# High-throughput results as filed in PubChem BioAssay.
# Autophagy mod: autophagy modulators in MEF cells, primary screen, imaging, high-content, MEF GFP-LC3. MEF GFP-LC3 puncta imaging; test concentration mostly 10 µM. AID 463193, 2010. calls only at 10 µM (by protocol). 0.98% of 190,000 active;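 active = percentage of spot-positive cells more than 3 SD above its plate mean, without a fluorescence outlier flag or 80% toxicity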;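 note: spot-positive cell cutoff set from DMSO-treated cells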
# Hep lipid drop: inhibitors of hepatocyte lipid droplet formation, primary screen, imaging, high-throughput imaging, BODIPY stain | 0.4% of 240,000 active | AML12 mouse hepatocytes, oleate lipid droplets | AID 1656, 2009 | inhibition, % at 6.5 µM;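 active = lipid droplet intensity inhibited by at least 50%, with more than 500 cells counted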
#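 Test system: AML12 hepatocytes (mouse); reagent: oleate loading, 100 µM; dosing: one dose, 6.5 µM compound; incubation: overnight exposure; signal: fluorescence imaging, 20x objective, two fields per well; read-out basis: % inhibition of corrected integrated BODIPY droplet signal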
# b-catenin transl: modulators of beta-catenin nuclear translocation, primary screen, imaging, HeLa cells, immunofluorescence, high-content. nuclear translocation activity, % at 5 µM. 0.3% of 190,000 active;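 active = nuclear translocation activity above 50% at 5 µM, with a well cell count of 50 or more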;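 note: per-cell ratio of nuclear to cytoplasmic median beta-catenin stain intensity; plate controls were DMSO negative control for no effect and GSK-3 inhibitor IX positive control for full effect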
#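 Test system: human HeLa cell line; Doses: 5 µM primary, 0.02–20 µM confirmation; Incubation: 24 h compound exposure, 37°C; Detection: beta-catenin immunofluorescence imaging with DAPI; Read-out: beta-catenin nuclear/cytoplasmic ratio, % activation.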
# T cell HTS: modulators of CD8 T cell-vesicle binding, primary screen, mouse 2C CD8+ T cells, flow cytometry; 2C CD8+ T cell-vesicle binding; hits give low values; calls only at 7 µM; 0.068% of 330,000 active;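 active = response, share of CD8 T cells binding vesicles, and their 90th percentile fluorescence all below set limits, cut at about 80% in these data, passing the limit was not always enough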
#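 Also added: QL9-peptide-loaded Drosophila micro-vesicles bearing Ld, ICAM-1 and B7-1; Test system: purified 2C TCR transgenic mouse naive CD8+ T cells; Measured by: cytometric PE anti-B7-1 and Alexa647 anti-CD8 signals after 1% paraformaldehyde fixation; Timing: binding step 1.5 h, 37 °C, antibody labelling 20 min, ice.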
# TNAP activators: human TNAP enzyme activators, primary screen, biochemical, luminescent, no phosphate acceptor, uHTS (AID 1001); Alkaline phosphatase, tissue-nonspecific isozyme (Homo sapiens); purified TNAP, luminescent activation assay, no phosphate acceptor; higher activation fold means a stronger effect; activation fold at 20 µM, or EC50 in µM where a hit was titrated; 0.03% of 200,000 active; in the data active = activation fold from about 3, or a potency from the dose series; inactive = the rest, 99 in 100 with activation fold below about 1.6; note: many of its hits are not listed in these tables
# MT stabilize HCS: microtubule stabilizers in HeLa cells, primary screen, imaging, high-content imaging; 0.83% of 200,000 active; % tubulin-high responders, % at 10 µM; HeLa tubulin immunostaining HCS, 24 h; share of cells brighter than vehicle mean+2SD; AID 2205, 2009;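 active = plate Z-score above 3 for both tubulin-high and condensed-nucleus cell shares, with cell loss under 80%, at 10 µM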;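 note: anti alpha tubulin signal scored within the nucleus-defined area of each cell; some results filed as inactive read as strong as hits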
# PMI inhibitors: inhibitors of human PMI, primary screen, biochemical, fluorescence intensity, coupled assay (AID 1209) | inhibition, % at 20 µM, or IC50 in µM where a hit was titrated | purified PMI enzyme, coupled fluorescence intensity; higher % means a stronger effect | Mannose-6-phosphate isomerase (Homo sapiens) | 0.42% of 190,000 active;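 note: plate controls were DMSO vehicle for no effect and wells lacking substrate for full effect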
# Ins promoter up: insulin promoter activators in MIN6 cells, imaging, high-content screening, mouse beta cells | 0.3% of 190,000 active | z-score at 5 µM | AID 1625, 2009 | MIN6 insulin promoter-GFP reporter; hits give high values;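 active = z-score above 3 at 5 µM with at least 500 cells counted in the well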
# PMI inhibition: human PMI inhibitors, high substrate, primary screen, biochemical, fluorescence intensity, high mannose 6-phosphate (AID 1220); inhibition, % at 20 µM, or IC50 in µM where a hit was titrated; recombinant PMI enzyme, coupled fluorescence intensity; higher % means a stronger effect; 0.66% of 190,000 active
# Ins promoter up cell count: also measured in Ins promoter up; calls as there; cell count; measured here: cytotoxicity, nuclei count;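 total cells summed across four imaged fields per well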
# Hep lipid drop cells 6.5 µM: second read-out of Hep lipid drop, no call of its own (marks repeat the call); cell count; measured here: cell count, cytotoxicity flag;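 cells counted across two imaged fields per well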
# b-catenin transl cell count 5 µM: further read-out of b-catenin transl, marked with its call; cell count; measured here: cell count, cytotoxicity flag
# T cell HTS vesicle-bound %: second read-out of T cell HTS, no call of its own (marks repeat the call); double positive events, %; measured here: CD8+ vesicle-bound cell fraction;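 binding gate set so that unloaded-vesicle control wells show 10% double positive cells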
# MT stabilize HCS Hoechst-high %: also measured in MT stabilize HCS; calls as there; % Hoechst-high responders; measured here: nuclear condensation Hoechst responders;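 share of cells brighter than vehicle mean plus two SD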
# MT stabilize HCS cytotoxicity %: recorded beside MT stabilize HCS, whose call it bears; toxicity, %; measured here: cytotoxicity by cell density;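 0% = mean cell density of plate MIN control wells and 100% = no cells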
# Autophagy mod cell loss 18 h: also measured in Autophagy mod; calls as there; toxicity, %; measured here: cell loss, nuclei count;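 cell loss after 18 h compound exposure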
# The depositor's hits bear a star; i = inactive; . = not tested or not shown. Cut-off read from the data, not from the text of the source, unless noted: active = inhibition above about 50%; inactive = the rest.
SMILES,Autophagy mod,Autophagy mod cell loss 18 h,Hep lipid drop,Hep lipid drop cells 6.5 µM,b-catenin transl,b-catenin transl cell count 5 µM,T cell HTS,T cell HTS vesicle-bound %,TNAP activators,MT stabilize HCS,MT stabilize HCS Hoechst-high %,MT stabilize HCS cytotoxicity %,PMI inhibitors,Ins promoter up,Ins promoter up cell count,PMI inhibition
O=C(CS(=O)(=O)Cc1ccccc1)N1CCN(C(=O)c2ccco2)CC1,i,12,.,.,-9.6,977,i,26,1.1,5.2,3.3,7.1,11%,0.44,1170,33%
O=C(COc1cccc(C(F)(F)F)c1)Nc1ccc(S(=O)(=O)N2CCCC2)cc1,i,4,-12,797,0.0,1038,i,52,1.1,1.9,2.5,26,28%,0.6,1340,16%
COc1cc(OC)cc(C(=O)NC(C)c2cnn(-c3ccccc3C)c2C)c1 (stereo not given),i,0,44,653,0.4,1387,i,57,1,0.6,0.7,1.9,14%,-0.29,1336,12%
O=C(O)C(Cc1ccccc1)N1C(=O)/C(=C/c2cccnc2)SC1=S (stereo not given),.,.,0,717,1.1,1330,i,39,.,.,.,.,.,-0.13,1396,.
CCOC(=O)c1cnc(SC2CC(=O)N(c3cccc(OC)c3)C2=O)nc1N (stereo not given),i,6,.,.,-2.9,1407,i,42,1.1,2.4,1.9,4.9,6%,0.28,1512,4%
O=C(NC1CCS(=O)(=O)C1)c1cnccn1 (stereo not given),i,0,-16,766,.,.,i,34,1.2,1.2,1.1,1.1,-1%,1.1,764,-5%
O=C(Oc1coc(CSc2ncccn2)cc1=O)c1cccc([N+](=O)[O-])c1,i,2,2,690,.,.,i,39,1,1.5,2.2,5.5,1%,0.71,1007,9%
Cc1ccc(-c2nc3ccccn3c2NC(=O)c2ccco2)cc1,i,0,5,764,0.1,534,i,8,1.1,4.2,2.4,3.4,-21%,.,.,-18%
Cc1ccsc1/C=N/Nc1ncnc2nc[nH]c12,i,-2,-13,643,-3.4,993,i,32,1.9,2.4,2.2,4.2,-4%,0.17,1542,5%
c1coc(-c2nc3c4c5c(sc4ncn3n2)CCCC5)c1,i,4,-1,784,0.0,974,i,1,1.1,5.5,1.9,1.9,20%,1.1,1218,15%
CC(/C=C/c1ccccc1F)=N\NC(=O)c1ccc(Cl)cc1,i,6,-8,734,-1.9,974,i,53,1.1,1.3,1.3,5.4,-3%,-0.23,1462,-11%
N#C/C=C\Oc1ccc(Cl)cc1N,i,-10,.,.,-0.3,918,i,17,1.2,8.8,4.0,3.3,30%,-0.16,1213,58%*
CCOC(=O)N1CCN(C(=O)C(NC(=O)C2CCC(C)CC2)C(C)C)CC1 (stereo not given),i,3,.,.,1.4,1398,i,33,1.1,8.3,1.8,13,0%,-0.11,1476,-6%
CSc1ccccc1NC(=O)CN(c1cc(C)cc(C)c1)S(C)(=O)=O,i,-5,-16,754,0.0,1038,i,4,1.1,1.7,1.3,4.9,10%,-0.08,1291,11%
CCOC(=O)C(NC(C)=O)C(=O)O (stereo not given),i,0,.,.,-0.3,1329,i,14,1.1,3.0,1.4,3.9,7%,-0.1,1516,3%
O=C(NNC1=Nc2ccccc2SC1)c1ccccc1F,.,.,-5,691,0.3,1390,i,26,.,.,.,.,.,0,1141,.
CC(C)N1CCC(N2CCN(C3CCCC3)CC2CCO)CC1 (stereo not given),i,6,6,689,-0.2,1548,i,52,1.1,3.7,1.7,6.1,4%,0.04,1456,8%
O=S(=O)(c1ccc(Cl)cc1)N1CCN(Cc2c[nH]c3ccccc23)CC1,i,-12,-8,786,-0.8,1223,i,28,1,1.6,1.4,8.6,7%,.,.,-1%
Fc1ccc2nc(N3CCOCC3)sc2c1,i,-1,11,691,-1.8,999,i,52,1.2,4.7,4.3,5.2,-4%,-0.81,1268,-6%
COc1ccc(C(=O)N/N=C(/C)c2ccc(N3CCCCC3)cc2)cc1,i,-6,0,688,-2.1,486,i,32,1.1,4.1,2.8,4.5,4%,-0.12,1217,12%
O=C(CN1CCCC1)Nc1ccc(NC(=O)Nc2ccccc2Cl)cc1,i,-9,-4,650,.,.,i,18,1.1,6.0,3.8,6.0,10%,0.09,1168,4%
COc1ccc2[nH]c3c(=O)n(CCc4ccccc4)cnc3c2c1,.,.,-40,728,-0.5,1382,i,36,.,.,.,.,.,-0.07,1085,.
CCCCCCCCCCCCOC(=O)C[N+](C)(C)C,.,.,-8,716,0.5,1291,i,27,.,.,.,.,.,-1.8,857,.
O=C(Nc1ccc(Cl)cc1)NC1CCCc2ccccc21 (stereo not given),i,3,.,.,.,.,i,10,1.1,30*,14*,27*,3%,.,.,6%
Clc1cccc(Cl)c1-c1noc(-c2ccno2)n1,.,.,16,748,-1.9,1181,i,27,.,.,.,.,.,-0.48,1421,.
c1cnc(N2CCN(c3cnccn3)CC2)nc1,i,-1,20,703,0.0,1071,i,35,1.2,0.9,1.5,6.1,-15%,-0.35,1213,-9%
O=C1CCC2(CC1)NC(=O)N(c1ccccc1)N2,i,-2,-8,675,0.8,1091,i,32,1.1,2.4,4.1,11,-66%,0.28,1148,-156%
CC(=O)Nc1ccc(OC(=O)c2cccs2)cc1,i,-1,9,768,.,.,.,.,1.1,3.5,0.9,55,18%,1.3,1286,10%
O=C(Nc1ccccc1-c1ccccc1)NC1CC2CCCC(C1)N2CCc1ccccc1 (stereo not given),i,7,-12,678,-1.5,800,i,57,.,2.6,2.3,8.8,12%,-0.22,1251,4%
Cc1ccc(-c2csc(CC(N)=O)n2)cc1,i,9,3,682,-0.5,1009,i,56,1,1.7,1.3,9.4,7%,-0.64,1213,8%

# For convenience, some entries already given:
SMILES,Autophagy mod,Autophagy mod cell loss 18 h,Hep lipid drop,Hep lipid drop cells 6.5 µM,b-catenin transl,b-catenin transl cell count 5 µM,T cell HTS,T cell HTS vesicle-bound %,TNAP activators,MT stabilize HCS,MT stabilize HCS Hoechst-high %,MT stabilize HCS cytotoxicity %,PMI inhibitors,Ins promoter up,Ins promoter up cell count,PMI inhibition
O=C(CS(=O)(=O)Cc1ccccc1)N1CCN(C(=O)c2ccco2)CC1,i,12,.,.,-9.6,977,i,26,1.1,5.2,3.3,7.1,11%,0.44,1170,33%
O=C(COc1cccc(C(F)(F)F)c1)Nc1ccc(S(=O)(=O)N2CCCC2)cc1,i,4,-12,797,0.0,1038,i,52,1.1,1.9,2.5,26,28%,0.6,1340,16%
COc1cc(OC)cc(C(=O)NC(C)c2cnn(-c3ccccc3C)c2C)c1 (stereo not given),i,0,44,653,0.4,1387,i,57,1,0.6,0.7,1.9,14%,-0.29,1336,12%

# Carrying on:
SMILES,Autophagy mod,Autophagy mod cell loss 18 h,Hep lipid drop,Hep lipid drop cells 6.5 µM,b-catenin transl,b-catenin transl cell count 5 µM,T cell HTS,T cell HTS vesicle-bound %,TNAP activators,MT stabilize HCS,MT stabilize HCS Hoechst-high %,MT stabilize HCS cytotoxicity %,PMI inhibitors,Ins promoter up,Ins promoter up cell count,PMI inhibition
Cc1cc(NC(=O)CSc2nnc(COc3ccccc3)n2Cc2ccco2)no1,i,15,.,.,-9.6,919,i,58,1,5.2,2.7,7.4,-24%,0.05,1664,-11%
O=C(COC(=O)c1ccccc1)NCC1CCCO1 (stereo not given),i,-1,-3,727,-7.5,1119,i,3,1,1.0,2.1,6.2,-3%,.,.,-7%
CCOc1ccc(C(=O)Nc2ncccc2Cl)cc1,i,3,-4,672,-1.2,1051,i,36,1.1,3.4,2.3,7.9,-4%,-1.3,1408,-5%
CC(OC(=O)c1nsc(Cl)c1Cl)C(=O)NCc1cccs1 (stereo not given),i,3,4,735,-6.0,1251,i,25,1.1,1.7,1.8,7.6,13%,-0.26,1254,4%
COC(=O)C1=C(COc2ccc(F)cc2)NC(=O)NC1c1ccc(C)cc1C (stereo not given),i,14,.,.,-2.1,1383,i,28,1.1,3.1,1.9,1.5,0%,0.5,1427,-5%
CN(C)/N=C/c1ccc(OC(=O)c2cccc([N+](=O)[O-])c2)cc1,i,7,0,674,0.5,1625,i,50,1,2.1,1.5,8.9,.,.,.,.
CCc1cc2c(=O)c(-c3ccc(F)cc3)c(C)oc2cc1OCC(=O)O,i,-2,-4,668,-2.3,998,i,36,1,3.5,2.2,6.9,1%,0.5,1717,2%
Cc1cccc(-n2cnc3c(sc4nc(N5CCOCC5)c5c(c43)CCCC5)c2=O)c1,.,.,17,725,-5.4,1257,i,28,.,.,.,.,.,-1.7,1353,.
Cc1ccc(CSc2ncnc3c2cnn3Cc2ccccc2)cc1,i,0,-3,730,-3.3,1263,i,33,1,2.1,1.8,7.9,8%,-0.61,783,3%
Cc1ccc(C)c(NC(=O)Cc2ccc(S(=O)(=O)N3CCCCC3)s2)c1,i,-19,8,616,1.1,476,i,36,1.2,4.5,2.3,8.7,3%,0.1,1166,4%
CCOC(=O)Cc1csc2nc(-c3ccccc3)nn12,.,.,5,688,0.5,1074,i,56,.,.,.,.,.,0.33,1424,.
CC(=O)N/C(=C\c1ccc(F)cc1)C(=O)NC(Cc1c[nH]c2ccccc12)C(=O)O (stereo not given),i,2,12,692,-1.2,1130,i,11,1.1,2.3,4.0,8.5,2%,0.48,1525,-2%
CCC(=O)Nc1ccc(Oc2ccc(NC(=O)CC)c(NC(=O)CC)c2)cc1,i,1,4,708,0.0,1074,i,21,1.1,3.8,3.9,5.9,-11%,-0.24,1034,-5%
O=C(CSc1nc2c(sc3ccccc32)c(=O)n1CCCN1CCOCC1)NCC1CCCO1 (stereo not given),i,-26,-12,663,-0.9,1066,i,41,1.2,3.9,2.9,1.5,-6%,.,.,-2%
